Screening data from PubChem.
Pf gametocyte = P. falciparum stage V gametocyte viability inhibition; inhibition, % at 10.9 µM; actives 0.065% (n = 150,000); AID 743093; P. falciparum stage V gametocytes, ATP luminescence, 24 h;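 active = inhibition above the mean plus 3 SD of compounds within the control limits, set per campaign, cut at about 38% in these data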;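 note: 0% = DMSO wells and 100% = medium only without gametocytes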
Mcl1 Bid PPI = disrupts binding of human Mcl-1 to Bid peptide. inhibition, % at 21.7 µM. actives 0.97% (n = 220,000). TR-FRET Mcl-1/Bid-Dy647 peptide binding, 1536-well. AID 1021;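 active = compounds that cut the binding signal by more than half at the single screening dose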;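 note: His-tagged Mcl-1 with europium anti-His antibody binding Bid BH3 peptide; 0% = Mcl-1 plus peptide wells and 100% = peptide-only wells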
Target sequence (Q07820 whole entry, looked up): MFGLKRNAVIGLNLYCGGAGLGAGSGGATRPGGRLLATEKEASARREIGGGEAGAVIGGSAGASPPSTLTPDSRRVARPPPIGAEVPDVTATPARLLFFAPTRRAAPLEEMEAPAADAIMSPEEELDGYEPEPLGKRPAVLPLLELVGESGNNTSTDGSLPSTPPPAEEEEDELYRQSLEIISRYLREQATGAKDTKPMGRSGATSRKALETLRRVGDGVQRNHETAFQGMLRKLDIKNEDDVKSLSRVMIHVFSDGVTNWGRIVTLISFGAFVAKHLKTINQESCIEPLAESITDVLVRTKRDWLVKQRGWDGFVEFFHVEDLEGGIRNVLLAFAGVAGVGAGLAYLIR
Mcl1-Noxa inh = disrupts binding of human Mcl-1 to Noxa peptide; actives 1.5% (n = 220,000); Q07820; TR-FRET Mcl-1/Noxa peptide binding, 2 h; inhibition, % at 21.7 µM;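 active = compounds that cut the protein-peptide binding signal by more than 50% relative to plate controls in a single-dose test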;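 note: His-tagged Mcl-1 with rhodamine Noxa BH3 peptide and terbium anti-His antibody; 0% = Mcl-1 plus Noxa peptide wells and 100% = peptide-only wells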
RGS8-Gao = modulates binding of RGS8 to human Galphao | response (percent of control binding), % at 10 µM | actives 0.34% (n = 220,000) | multiplexed bead flow cytometry; actives lie on both sides | AID 1423; in the data active = response below about 60% or above about 140%; inactive = in between;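 note: Galphao activated as the GDP aluminium fluoride complex binding bead-coupled RGS8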
Target sequence (P09471 whole entry, looked up): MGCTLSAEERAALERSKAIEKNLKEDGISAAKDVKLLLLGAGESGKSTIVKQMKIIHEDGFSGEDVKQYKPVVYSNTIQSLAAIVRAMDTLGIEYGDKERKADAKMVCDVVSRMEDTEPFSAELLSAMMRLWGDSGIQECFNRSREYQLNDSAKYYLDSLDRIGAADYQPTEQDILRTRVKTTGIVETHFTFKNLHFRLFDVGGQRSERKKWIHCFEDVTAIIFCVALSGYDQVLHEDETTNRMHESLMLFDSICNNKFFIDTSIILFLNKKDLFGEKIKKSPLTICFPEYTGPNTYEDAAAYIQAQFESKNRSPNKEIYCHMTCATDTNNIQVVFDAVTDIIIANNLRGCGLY
Active calls of the source: *.

Below each SMILES – Mcl1-Noxa inh	Pf gametocyte	RGS8-Gao	Mcl1 Bid PPI
O=C(NCCN1CCOCC1)c1ccc2c(c1)N(Cc1ccc(Cl)cc1)CCS2
  16	-2	111	-105
O=C(Nc1cccnc1)C1CCC(CNS(=O)(=O)c2cccc3nsnc23)CC1 (stereo unspecified)
  8	10	93	-10
Cn1c(SCC(=O)N/N=C/c2cc([N+](=O)[O-])ccc2O)nnc1-c1ccccc1
  -50	-33	102	-100
CCC(Sc1nc(C)cc(C)n1)C(=O)Nc1ccc(S(N)(=O)=O)cc1 (stereo unspecified)
  16	-5	102	-54
CCCOc1ccc(CNC(=O)Cn2ncc3ccccc32)cc1
  11	-11	101	-7
Cc1ccc(CNC(=O)C2CC3Cn4c(nc5cc(C)c(C)cc54)C3N2C)o1 (stereo unspecified)
  -13	-4	98	-79
CC(NCCC1(Cc2ccccc2Cl)CCOC(C)(C)C1)c1cccs1 (stereo unspecified)
  -13	-2	101	-7
COc1ccccc1C1CCN(C(=O)c2ccco2)CC1
  6	-5	103	2
CCN(CC)S(=O)(=O)c1ccc(NC(=O)COC(=O)c2c[nH]c(=O)[nH]c2=O)cc1
  6	-6	102	-34
COC(=O)CSc1ccnc2cc(Cl)ccc12
  29	1	100	-10
COc1ccc2cc(S(=O)(=O)c3ccccc3)c(=O)oc2c1
  8	1	115	9
COc1cc(C2NC(=O)NC3=C2C(=O)OC3)cc(OC)c1OC (stereo unspecified)
  -14	11	94	-69
Cc1ccc2nc(-c3ccc(NC(=O)CN4CCN(c5ccccn5)CC4)cc3)sc2c1
  21	-2	103	-43
O=C1CC(NCCc2ccccc2)C(=O)N1CCc1ccccc1 (stereo unspecified)
  9	-8	101	3
COc1ccc(C(=O)COc2ccc(F)cc2)c(O)c1
  5	-21	98	-4
Cc1ccccc1-n1c(SCC(=O)N/N=C/c2ccccc2OCC(=O)O)nc2ccccc2c1=O
  12	-17	96	4
Cn1c(N)c(C(=O)COC(=O)/C=C/c2ccc(S(=O)(=O)N3CCOCC3)cc2)c(=O)n(C)c1=O
  -15	-15	90	-15
CCc1ccc(NC(=O)Cn2nnc(-c3ccc(C)cc3-n3cnnn3)n2)cc1
  11	9	98	-58
Cc1nnc(NC(=O)c2ccc(S(=O)(=O)N3CCOCC3)cc2)s1
  27	-11	98	-9
O=C(NCc1ccco1)NC(=O)c1csc([N+](=O)[O-])c1
  -8	4	106	-23
CC(=O)N(CCC1(c2ccc(C)cc2)CCOC(C(C)C)C1)Cc1ccco1 (stereo unspecified)
  2	25	93	-10
C/C(=N\Nc1ccc2nncn2n1)c1ccc(Br)s1
  13	11	99	-3
O=C(Nc1ccc(F)cc1)Oc1ccccc1N1CCOCC1
  4	0	101	-17
COc1ccc(NC(=O)COc2ccc3oc(=O)cc(C)c3c2)cc1
  -22	-21	101	-13
CCCCNC(=O)c1onc(CSc2ccncc2)c1C(=O)NCCCC
  -1	12	98	-14
COCCOC(=O)/C(=C\c1cc(C(C)(C)C)c(O)c(C(C)(C)C)c1)C(C)=O
  20	-7	90	-13
O=C(O)c1ccccc1Sc1ccccc1S(=O)(=O)NC1CCCCC1
  8	-13	7.1*	0
CCCCCCC1CC(=O)NC(=O)N1 (stereo unspecified)
  17	3	101	7
C/C(=N/NS(=O)(=O)c1ccc(C)cc1)[C@H]1C[C@@H]1c1ccccc1
  0	4	102	-16
COC(=O)c1sc(SC)c2c1CC(C)(C)C/C2=N/O
  8	12	106	-7
CCCN(CCC)C(=O)/C=C/c1cccc([N+](=O)[O-])c1
  -18	11	100	-2
CCc1ccc2[nH]c3nc(SCc4nnc(-c5ccccc5)o4)nnc3c2c1
  -18	8	102	17
CCCCNC(=O)c1cn(CC)c2cc(N3CCN(C)CC3)c(F)cc2c1=O
  16	0	103	15
O=S(=O)(c1ccccc1)N1CN(Cc2ccc(F)cc2)c2nc3ccccc3nc21
  -2	-18	101	-10
Cc1ccc(C)n1-c1ccc(N2CCOCC2)c([N+](=O)[O-])c1
  7	-29	89	-41
Cc1ccc(-c2nn(-c3ccccc3)cc2/C=N/n2c(-c3ccncc3)n[nH]c2=S)cc1
  10	-4	101	-38
CC(C)NC(=O)NNC(=O)c1cc(COc2cc(Cl)cc(Cl)c2)on1
  1	-11	100	-29
C1CN(c2nc3nonc3nc2N2CCSCC2)CCO1
  20	-9	95	-18
Cc1cc(C(F)(F)F)cc(NNC(=O)NC(=O)c2ccc(Cl)cc2)n1
  6	-2	104	-38
CCCCC(=O)N=c1sc2c(OC)ccc(OC)c2n1C
  -8	16	102	-6
Cc1cc(C)c2c(N)c(C(=O)NN3CC(=O)N(c4cccc(Cl)c4)CC3=O)sc2n1
  -4	28	102	-82
Cc1onc(-c2ccccc2)c1NC(=O)N(CCC#N)Cc1ccccc1
  -12	-2	105	-7
COc1ccc(/C=C2\SC(=O)N(CCc3nnc(N)s3)C2=O)cc1
  43	-11	98	-74
Cc1ccc(-n2c(-c3ccc(Cl)cc3)c[n+]3c2CCC3)cc1
  5	-1	101	-14
C/C=C/C(=O)N1c2ccc(C)cc2C(C)=CC1(C)C
  1	8	103	-18

Some of the entries so far, with each value named:
Cc1onc(-c2ccccc2)c1NC(=O)N(CCC#N)Cc1ccccc1
  Mcl1-Noxa inh: -12	Pf gametocyte: -2	RGS8-Gao: 105	Mcl1 Bid PPI: -7

COc1ccc(/C=C2\SC(=O)N(CCc3nnc(N)s3)C2=O)cc1
  Mcl1-Noxa inh: 43	Pf gametocyte: -11	RGS8-Gao: 98	Mcl1 Bid PPI: -74

Cc1ccc(-n2c(-c3ccc(Cl)cc3)c[n+]3c2CCC3)cc1
  Mcl1-Noxa inh: 5	Pf gametocyte: -1	RGS8-Gao: 101	Mcl1 Bid PPI: -14

C/C=C/C(=O)N1c2ccc(C)cc2C(C)=CC1(C)C
  Mcl1-Noxa inh: 1	Pf gametocyte: 8	RGS8-Gao: 103	Mcl1 Bid PPI: -18

Carrying on:
Below each SMILES – Mcl1-Noxa inh	Pf gametocyte	RGS8-Gao	Mcl1 Bid PPI
Cc1ccc(C(=O)C(=O)c2ccc(C)c(N)c2)cc1N
  0	6	109	-26
CC(C)C[C@H](NC(=O)c1nc[nH]c1C(=O)NCC(=O)OC(C)(C)C)C(=O)OC(C)(C)C
  -5	4	101	-30
Brc1c(C[n+]2ccccc2)nc2ccccn12
  1	12	100	-5
Cc1ccc(C(O)Cn2cc([N+](=O)[O-])nc2C)cc1 (stereo unspecified)
  -10	3	105	-6
COc1ccccc1N1C(=O)[C@@H]2[C@H](C1=O)[C@H](C(=O)c1ccc(OC(C)=O)cc1)N1N=CC=C[C@@H]21
  6	3	97	-22
CC(NC(=S)N1CCN(c2ccccc2)CC1)c1ccccc1 (stereo unspecified)
  17	-2	102	-72
O=C(/C=C/c1ccco1)Oc1cccc2cccnc12
  -3	-9	98	-2
COC(=O)[C@H](C)NC(=O)NCCC1=CCCCC1
  13	-3	96	-4
COc1cc(C(F)(F)F)nc2c(Br)c(C(C)(C)C)nn12
  7	0	91	-35
Cc1ccc(S(=O)(=O)NC(=O)N2CCCN(Cc3ccc(F)cc3)CC2)cc1
  0	11	94	-11
Cn1c(=O)[nH]c(=O)c2c1nc(N1CCOCC1)n2CCSc1nnnn1-c1ccccc1
  10	-14	99	-11
C#CC1CCCCC1NC(=O)Nc1cnccc1C(F)(F)F (stereo unspecified)
  0	6	102	-19
COc1ccc(-c2[nH]ncc2CN2CCCN(C(=O)c3ccco3)CC2)cc1F
  10	10	99	-30
CCCCNC(=O)C1CCCN(S(=O)(=O)c2c(C)noc2/C=C/c2cccs2)C1 (stereo unspecified)
  -3	-17	93	3
COc1ccc(/C=C/c2cc(C(F)(F)F)on2)cc1
  -25	-3	99	-26
O=C(c1ccc2c3c(cccc13)CC2)C1CCCN(C(=O)c2ccc[n+]([O-])c2)C1 (stereo unspecified)
  3	-9	104	18
O=C(CC1C(=O)NCCN1C(=O)Nc1ccc(C(F)(F)F)cc1)Nc1ccc(F)cc1 (stereo unspecified)
  22	-7	93	4
CCN(CC)c1ccc(S(=O)(=O)N2CCOCC2)cc1NC(=O)CSc1n[nH]c(N)n1
  9	23	103	-18
CCN1CCN(Cc2ccc(NC(=O)c3ccc(C)c(NC(=O)c4cc(-c5ccc(Br)cc5)n[nH]4)c3)cc2C(F)(F)F)CC1
  -11	5	101	-21
COc1ccc(Br)cc1[C@H]1[C@@H]2C=CCC[C@@]2(C)C(=O)N1Cc1ccccc1
  -23	-17	101	-45
CCOc1ccc2nc(NC(=O)Cn3[nH]c(=O)c4ccccc4c3=O)sc2c1
  41	4	100	48
O=C(Nc1cc(S(=O)(=O)N2CCOCC2)ccc1N1CCCC1)c1cc(=O)[nH]c2ccccc12
  -1	-5	103	-40
CCOC(=O)c1ccc(NC(=O)c2cc3c(s2)CCC3)cc1
  33	4	102	-2
CC(=O)N(Cc1ccccn1)Cc1ccco1
  13	4	103	-12
C=CCC1(Cl)C(=O)C(Cl)=C(N2CCN(C)CC2)C1(OC)OC (stereo unspecified)
  -17	-3	126	-6
Cn1c(=NC(=O)COc2ccccc2)sc2cccc(F)c21
  -27	-5	101	7
N#CCSc1nc2ccccc2o1
  -7	-3	97	-18
O=C1/C(=C/C=C/c2ccco2)SC(=S)N1c1ccc(O)cc1
  102*	-26	94	38
CCOC(=O)c1oc2cc(OC(C)=O)ccc2c(=O)c1-c1ccc(OC)c(OC)c1
  20	-17	104	-14
O=[N+]([O-])c1cccc(/C=N/NC2CCS(=O)(=O)C2)c1 (stereo unspecified)
  -4	18	101	-74
Cc1ccc(C(=O)N2CCC3(CC2)Oc2ccc(Cl)cc2C(=O)C32CC(c3ccccc3)=NO2)s1 (stereo unspecified)
  -28	3	101	-35
Cn1c(N)c(C(=O)COC(=O)C2CCN(S(=O)(=O)c3cccs3)CC2)c(=O)n(C)c1=O
  6	5	101	-22
COCCN(CCOC)C(=O)N1CCOCC1
  1	12	99	-16
CC(=O)c1ccc(N2CCc3ccccc3C2)c([N+](=O)[O-])c1
  -8	-10	99	-21
CCOc1ccc(NC(=O)c2c[nH]n3c(=O)cc(C4CCN(C(=O)OC(C)(C)C)CC4)nc23)cc1
  -17	-4	99	-28
O=C(NCCCn1ccnc1)c1cc(-c2cccc(O)c2)on1
  -17	-2	100	-34
O=C(O)CCc1ccccc1OC(=O)c1ccccc1
  -14	-25	101	-9
Cc1cc(C)c(C)c(S(=O)(=O)NC(C)C(=O)O)c1C (stereo unspecified)
  -2	-10	102	-9
CCc1ccc(C(=O)NNc2ccc(S(N)(=O)=O)cc2)cc1
  -5	18	98	-8
CC1(C)C2CCC(C2)C1(C)N=C1OC(CCl)CS1 (stereo unspecified)
  11	-7	101	-9
C/C=C(\C)C(=O)Nc1cccc(C2=NOC3(C2)C[C@@H](C(N)=O)N(C(=O)c2cc([N+](=O)[O-])cc([N+](=O)[O-])c2C)C3)c1 (stereo partly specified)
  3	-32	97	-29
O=C(CCOc1ccccc1)N1CCN(c2ccc(O)cc2)CC1
  26	-11	98	-45
Cc1ccc(N=CC2=C(O)CC(c3ccccc3Cl)CC2=O)cc1 (stereo unspecified)
  10	16	98	-17
CCc1ccc(C(=O)NNc2ccccc2F)cc1
  7	10	102	-10
CC(C)c1nc(C#N)c(NN)o1
  10	-7	104	-35
c1ccc(Nc2ncnc3[nH]ncc23)cc1
  -2	2	100	9
O=c1cc(CSc2n[nH]c(=O)n2C2CC2)c2ccc(O)cc2o1
  15	-51	99	-21
CCOC(=O)C1=C(O)C(=O)N(c2ccc(S(N)(=O)=O)cc2)C1c1ccc([N+](=O)[O-])cc1 (stereo unspecified)
  13	-4	103	-20
CCOc1ccccc1NC(=O)Nc1ccc(CC#N)cc1
  12	9	101	-3

Not all compounds are listed, so the mix of outcomes need not match the whole.
